High-throughput results deposited in PubChem by National Center for Advancing Translational Sciences (NCATS).
S2 tox = Viability Counterscreen for Primary qHTS for Inhibitors of ATXN expression | Potency, µM (titrated, usually from 56.7 µM), actives largely listed as cytotoxic | AID 651635, 2014 | S2 cells (HEK-293 line with an ATXN2-luciferase reporter) viability, CellTiter-Fluor protease fluorescence, 24 h | 400,000 tested, 0.49% active; further: potency means the concentration at half of the fitted maximal effect; nearly all actives have a fitted effect of over 40% in size
EPAC2 ag = qHTS for Agonist of cAMP-regulated guanine nucleotide exchange factor 4 (EPAC2): primary screen | Rap guanine nucleotide exchange factor 4 (Homo sapiens), Q8WZA2 | EPAC2 activation, biochemical qHTS; response scale: 100% = 6.5 mM cAMP response | Potency, µM (doses to about 154 µM), for inactives: top-dose activation, usual class: activators | 360,000 tested, 0.079% active | AID 720711, 2013; further: potency means the concentration at half of the fitted maximal effect; nearly all actives have a fitted effect of over 50% in size
Target sequence (Q8WZA2 whole entry, looked up): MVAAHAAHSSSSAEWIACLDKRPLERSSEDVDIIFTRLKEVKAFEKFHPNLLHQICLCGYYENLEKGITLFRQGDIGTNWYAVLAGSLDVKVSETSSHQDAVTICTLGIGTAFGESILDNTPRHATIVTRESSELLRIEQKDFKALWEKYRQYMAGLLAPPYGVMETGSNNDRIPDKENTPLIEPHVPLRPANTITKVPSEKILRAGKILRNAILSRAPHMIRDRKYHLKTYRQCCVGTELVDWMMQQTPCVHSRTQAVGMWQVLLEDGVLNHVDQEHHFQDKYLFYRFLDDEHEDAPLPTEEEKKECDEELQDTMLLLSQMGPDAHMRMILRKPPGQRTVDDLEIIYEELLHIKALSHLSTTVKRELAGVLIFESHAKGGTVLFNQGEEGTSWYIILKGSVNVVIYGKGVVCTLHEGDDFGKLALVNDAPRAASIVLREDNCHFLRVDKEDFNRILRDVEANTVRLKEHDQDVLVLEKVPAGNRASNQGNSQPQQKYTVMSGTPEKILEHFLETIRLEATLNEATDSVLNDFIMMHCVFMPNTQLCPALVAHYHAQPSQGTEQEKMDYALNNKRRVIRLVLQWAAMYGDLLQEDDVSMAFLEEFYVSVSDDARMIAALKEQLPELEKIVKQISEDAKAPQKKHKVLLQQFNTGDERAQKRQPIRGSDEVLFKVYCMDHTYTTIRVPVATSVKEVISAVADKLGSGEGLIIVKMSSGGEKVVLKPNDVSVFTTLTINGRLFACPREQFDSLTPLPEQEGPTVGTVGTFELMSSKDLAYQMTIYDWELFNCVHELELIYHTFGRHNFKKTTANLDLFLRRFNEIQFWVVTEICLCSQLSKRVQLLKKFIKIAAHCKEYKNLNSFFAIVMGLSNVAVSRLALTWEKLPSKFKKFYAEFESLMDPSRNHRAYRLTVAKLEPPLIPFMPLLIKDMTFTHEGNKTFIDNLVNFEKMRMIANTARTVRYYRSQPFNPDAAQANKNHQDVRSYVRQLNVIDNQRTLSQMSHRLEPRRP
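Guanine nucleotide exchange by EPAC2 is measured as reduced fluorescence of BODIPY-GDP once it is released from 250 nM Rap1B. Plates are read kinetically for 30 min at room temperature; results are scaled to 6.5 mM cAMP.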
A549 viability = Nrf2 qHTS screen for inhibitors: counterscreen for cytotoxicity; Potency, µM (top dose mostly 46 µM), for the others: top-dose activity change, negative = cytotoxicity, most hits filed as inhibitors; 390,000 tested, 0.16% active; A549 ARE-Fluc cells, CellTiter-Fluor viability, 18-24 h; further: potency means the concentration at half of the fitted maximal effect; on the % scale 0 is the no-effect control and ±100 the full control effect
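Cytotoxicity counterscreen: CellTiter-Fluor fluorescence was measured in A549 ARE_Fluc cells after 18-24 h of compound exposure in a concentration series. The subsequent BugLite luminescent read reports ARE-luciferase activity.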
IL-2 act = qHTS of IL-2 Activators. IL-2 activation reporter assay, cell-based qHTS; stimulated with anti-CD3/CD4/CD28 beads; in transgenic mouse T cells. activation, % (series mostly up to about 46 µM). 360,000 tested, 0.065% active. AID 652025, 2013; in the data active means activation above about 50%; inconclusive means mostly about 30% to 49%; further: 0% is about no effect
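Unstimulated transgenic mouse T cells preincubated 60 min with compound, then stimulated with anti-CD3/anti-CD4-coated beads plus anti-CD28 for 18 h at 37 degrees C. IL-2 response read as EGFP and DsRed fluorescence by plate cytometry.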
Nrf2 activator = qHTS of Nrf2 Activators. AREc32 ARE-luciferase reporter (MCF7-derived line), luminescence, 24 h. Potency, µM (series often up to 46.1 µM), without a hit: top-dose activation, most hits filed as activators. AID 624171, 2012. 410,000 tested, 0.31% active; further: potency means the concentration at half of the fitted maximal effect; % of control where 0% means no effect; nearly all actives have a fitted effect of over 65% in size
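Luminescent ARE reporter assay in AREc32_Fluc cells: overnight plating at 37 deg C, 24 hr compound incubation, Steady-Glo added, 30 min RT before reading.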
HepG2 viability = qHTS for Inhibitors of TGF-b: Cytotox Counterscreen; 410,000 tested, 0.76% active; Potency, µM (highest dose often 46.1 µM), for the others: top-dose activity change, negative = cytotoxicity, actives largely listed as cytotoxic; HepG2 CAGA-GFP viability, ATP luminescence, 18 h; AID 588856, 2011; further: potency means the concentration at half of the fitted maximal effect; some results filed as inactive show a strong effect at the top dose
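HepG2 CAGA-GFP cells (1000/well, DMEM with 1% FBS) received compound, then TGF-beta at 500 pg/mL final, and were incubated 18 hours at 37 degrees C. Viability was read by CellTiter-Glo luminescence. Media-only wells were set as complete cell-killing and DMSO as no toxicity.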
ATXN2 expr inh = Primary qHTS for Inhibitors of ATXN expression; HEK-293 ATXN2-luciferase reporter, luminescence, 24 h; Potency, µM (doses to about 57 µM), for inactives: top-dose activity change, negative = inhibition, usual class: inhibitors; 360,000 tested, 0.72% active; further: potency means the concentration at half of the fitted maximal effect; on the % scale 0 is the no-effect control and ±100 the full control effect; nearly all actives have a fitted effect of over 55% in size
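ATXN2-luciferase reporter cells (luciferase flanked by upstream and downstream ATXN2 gene portions) were treated 24 h at 37 °C with compounds at up to 57 uM. SteadyGlo luminescence gave expression; GF-AFC fluorescence gave viability.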
TGFb inhibitor = qHTS for Inhibitors of TGF-b; HepG2 CAGA-GFP TGF-b/SMAD3 reporter, GFP fluorescence, 18 h; TGF-beta stimulated, 500 pg/mL final; Potency, µM (doses to about 46.1 µM), inactives show at the top dose activity, negative = inhibition, most hits filed as inhibitors; 410,000 tested, 1.2% active; AID 588855, 2011; further: potency means the concentration at half of the fitted maximal effect; on the % scale 0 is the no-effect control and ±100 the full control effect; nearly all actives have a fitted effect of over 65% in size
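Smad-responsive CAGA-GFP expression was quantified in HEPG2 cells exposed to compounds and 500 pg/mL final TGF-beta for 18 h at 37 degrees C; unstimulated wells defined full inhibition.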
Nrf2 inh = Nrf2 qHTS screen for inhibitors; A549 ARE-Fluc reporter, luciferase luminescence, 18-24 h; Potency, µM (top dose mostly 46 µM), for the others: top-dose activity change, negative = inhibition, most hits filed as inhibitors; 360,000 tested, 2.1% active; further: potency means the concentration at half of the fitted maximal effect; on the % scale 0 is the no-effect control and ±100 the full control effect; nearly all actives have a fitted effect of over 60% in size
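Nrf2 activity is the BugLite luminescence, read 15 min after reagent at room temperature, following CellTiter-Fluor cytotoxicity readout (30 min, 37C). Compound titrations were applied for 18-24 h to 5000 A549 ARE_Fluc cells/well in 5% FBS OPTI-MEM.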
* marks the source's active call; other numbers are inactive results; i = inactive; ? = inconclusive; nt = no result given; & = joins results of further samples; [ ] = remark or other dose. Unless noted, the call rests on the fitted dose curve; in most records, active means well fitted curve in the direction sought with a large enough effect; inconclusive means small, poorly fitted or top-dose-only effect, or another doubt; inactive means no such curve, though single readings can be large; an effect the other way counts as inactive or inconclusive.

SMILES	S2 tox	EPAC2 ag	A549 viability	IL-2 act	Nrf2 activator	HepG2 viability	ATXN2 expr inh	TGFb inhibitor	Nrf2 inh
CCc1ccc(CN2CCC(n3nccc3NC(=O)C3CCCC3)CC2)cc1	i	2%	-6%	-4.5	1.8%	3%	-5%	1%	-3%
CN1c2ccccc2C(C)(C)C12C=Cc1cc(O)ccc1O2 (stereo not given)	?	16%	?	-2.1	12%	-40%	-20%	?	21µM*
CCOc1cc(/C=N/Nc2nc3ccccc3[nH]2)cc(Br)c1OCC(=O)N(C)C	?	9%	-11%	-0.6	-0.1%	18%	?	8.9µM*	18µM*
CC(=O)NS(=O)(=O)c1ccc(NC(=O)CCc2ccccc2)cc1	i	-1%	1%	-0.3	0.2%	-2%	-1%	11%	-6%
C[C@@H]1CN([C@H](C)CO)C(=O)Cc2cc(NS(=O)(=O)c3ccc(F)cc3)ccc2O[C@H]1CN(C)Cc1ccc(C(=O)O)cc1	i	-5%	1%	0.2	-0.3%	0%	2%	-3%	15%
Cc1c(C(C)(C)C)c(C=S)n2ccccc12	i	4%	-9%	-3.3	-0.5%	-1%	-15%	4%	0%
CCOc1ccc(C(=O)COC(=O)c2ccc(-n3cnnn3)cc2)cc1	i	2%	-2%	1.3	0.3%	-4%	7%	1%	7%
CN[C@@H](CO)C(=O)NC[C@H]1O[C@@H](n2cnc3c(N)ncnc32)[C@H](O)[C@@H]1O	i	-17%	nt	1.3	-0.5%	-5%	8%	4%	nt
Cc1ccc(NS(=O)(=O)c2ccc(NC(=O)[C@@H]3CCCC[C@@H]3C(=O)O)cc2)c(C)c1	?	2%	-7%	0.5	-0.6%	-31%	-6%	?	nt
Cc1ccc(Cl)c(OCCCCN2CCC(C)CC2)c1	i	4%	5%	-1.4	0.1%	7%	-8%	-11%	-10%
CCCCCOc1ccccc1C(=O)NCC(=O)O	i	-13%	-2%	-1.4	-0.9%	8%	-8%	-2%	-10%
O=C(Nc1cccc([N+](=O)[O-])c1)c1ccncc1	i	-7%	7%	-0.9	11µM*	-10%	5%	?	6%
COc1ccccc1CNC(=O)C1CC(c2ccccc2C(F)(F)F)=NO1 (stereo not given)	i	4%	11%	-0.6	0.4%	-11%	0%	3%	-6%
CC(=O)NC(CCS(C)(=O)=O)C(=O)Nc1ccc(Oc2ccccc2)cc1 (stereo not given)	i	13%	7%	0.3	-0.5%	-17%	1%	-3%	-6%
Cc1ccc(OCC(=O)N2CCCC(CO)(CCOc3ccccc3)C2)cc1 (stereo not given)	?	-2%	-7%	-4.0	2.8%	-42%	-14%	?	?
C=CCc1ccc(OCCOCCOc2cccc3ccc(C)nc23)c(OC)c1	i	3%	-4%	4.3	0.4%	-26%	?	-24%	nt
COCCN(Cc1nc2ccccc2c(=O)[nH]1)C(=O)COc1c(C)cc(Cl)cc1C	i	0%	-8%	-0.4	0.7%	-12%	nt	-11%	-15%
COc1ccc(NC(=O)c2sc3nc(C(F)(F)F)cc(C)c3c2N)cc1OC	i	nt	-18%	nt	0.8%	-10%	-9%	25%	?
COc1ccc(OCCN(C)Cc2ccccc2)cc1	i	5%	?	-0.6	0.2%	-5%	7%	-24%	3%
Cc1cc(Br)c(NC(=O)COC(=O)c2ccc[n+]([O-])c2)c(Br)c1	i	5%	5%	-0.3	0.2%	6%	3%	-2%	7%
COc1ccc(C(=O)N(CCc2ccccc2)Cc2cccs2)c(OC)c1	i	10%	13%	-0.7	7.6%	-3%	-11%	7%	4%
O=C(Nc1cscc1S(=O)(=O)c1ccc(Cl)cc1)c1ccccc1Cl	i	12%	16%	2.4	3.3%	-41%	-28%	-11%	4%
O=C(O)C1CSC(c2ccncc2)N1 (stereo not given)	i	9%	0%	-5.1	-0.9%	-2%	1%	-7%	3%
CCN(CC)S(=O)(=O)N1CCC(C(=O)NCc2ccco2)CC1	i	-3%	-1%	-3.7	1.0%	-17%	12%	3%	26%
Cc1cc(C)cc(OCCNC(=O)C(C)N2C(=O)c3ccccc3C2=O)c1 (stereo not given)	i	10%	3%	0.0	0.1%	-3%	-4%	1%	-1%
CCCCN(CCCC)C(=O)CSc1nnc2n(C)c(=O)c3c4c(sc3n12)CCCC4	?	-12%	-15%	1.2	-0.4%	16%	?	-6%	-10%
O=C1c2ccccc2C(=O)c2c1ccc(C(=O)N1CCCCC1)c2NCCO	?	-33%[inhibitor]	-13%	-0.6	0.2%	9%	-14%	?	-2%
Cn1ccc2c(OCC(=O)NCc3ccccc3Cl)cccc2c1=O	?	nt	3%	nt	7.2%	-16%	8%	13%	nt
CCc1ccc(CNC(=O)c2ccc(CS(=O)(=O)Cc3ccccc3C)o2)cc1	i	nt	-1%	nt	0.5%	-8%	-11%	-18%	nt
CCOC(=O)c1cnc(SCc2cccc(C)c2)nc1N	i	14%	-4%	-0.5	0.4%	-25%	27%	-8%	2%

Printed as active in TGFb inhibitor, of those listed so far:
| Compound | EPAC2 ag | IL-2 act | Nrf2 activator | TGFb inhibitor |
| --- | --- | --- | --- | --- |
| CCOc1cc(/C=N/Nc2nc3ccccc3[nH]2)cc(Br)c1OCC(=O)N(C)C | 9% | -0.6 | -0.1% | 8.9µM* |

An excerpt from above in order of their number in Nrf2 activator, low to high:
SMILES	Nrf2 activator
CCCCN(CCCC)C(=O)CSc1nnc2n(C)c(=O)c3c4c(sc3n12)CCCC4	-0.4%
Cc1cc(Br)c(NC(=O)COC(=O)c2ccc[n+]([O-])c2)c(Br)c1	0.2%
O=C(Nc1cscc1S(=O)(=O)c1ccc(Cl)cc1)c1ccccc1Cl	3.3%

(continued)
SMILES	S2 tox	EPAC2 ag	A549 viability	IL-2 act	Nrf2 activator	HepG2 viability	ATXN2 expr inh	TGFb inhibitor	Nrf2 inh
O=S(=O)(Nc1ccc2c(c1)OCCO2)c1ccc(F)c(F)c1	i	0%	2%	-0.6	0.2%	-10%	5%	-32%	-10%
COc1ccc(-c2cc(C(F)(F)F)nc(N3CCN(C)CC3)n2)cc1OC	i	3%	-3%	-3.8	1.6%	-24%	-8%	8%	-4%
COc1ccc(-c2ccc(SCC(=O)c3ccccc3)nn2)cc1OC	i	9%	-3%	1.9	7.8%	-5%	-9%	2%	?
N=c1n(CCN2CCCCC2)c2ccccc2n1CC(O)c1cccc(Br)c1 (stereo not given)	?	5%	?	-0.9	3.6%	-97%	?	-5%	-3%
Cc1cccc(CSc2ncc(Cl)c(C(=O)Nc3sc4c(c3C#N)CCCC4)n2)c1	i	nt	-2%	nt	0.5%	0%	1%	0%	7%
Cc1noc(C)c1C(=O)NCc1ccccc1Br	i	8%	2%	-2.3	0.1%	-17%	-11%	-6%	-1%
COc1ccc(/C=N\NC(=O)c2ccc([N+](=O)[O-])cc2)cc1COc1c(F)c(F)cc(F)c1F	i	5%	0%	-3.3	-0.3%	-50%	-27%	0.35µM*	?
COc1ccc(-c2[nH]ncc2CN2CCCC2c2nonc2C)c(F)c1 (stereo not given)	i	5%	5%	-1.1	-0.7%	-32%	4%	1%	4%
C[C@H](OC(=O)c1[nH]cnc1C(=O)N1CCN(C(=O)OC(C)(C)C)CC1)c1ccccc1	i	-3%	7%	0.9	-0.3%	-11%	-8%	-3%	-27%
CCOC(=O)C1CCCN(C(=O)Cn2nc(C)n3c(cc4c(OC)cccc43)c2=O)C1 (stereo not given)	i	-6%	-2%&2%	0.4	2.2%&0.8%	1%&-16%	26%	?	12%&4%
CCCn1nc(C(=O)Nc2cccc(S(=O)(=O)N3CCOCC3)c2)c2ccccc2c1=O	i	11%	nt	-2.1	-0.8%	-17%	nt	4%	nt
O=C(COC(=O)CCC1CCCC1)Nc1ccccc1Br	i	16%	-6%	0.0	-1.0%	6%	2%	2%	12%
CN1C[C@@H]2[C@@H]3C(=O)N(C)C(=O)[C@@H]3[C@](C)(C1=O)N2C(=O)c1ccc(C(C)(C)C)cc1	i	0%	-1%	-0.9	-0.3%	13%	-1%	17%	-6%
CC1C(=O)Nc2ccc(S(=O)(=O)NCc3ccc(N(C)C)cc3)cc2NC1=O (stereo not given)	nt	nt	-6%	nt	2.4%	-9%	nt	-14%	1%
Cc1noc(C)c1S(=O)(=O)Nc1ccc(C(=O)N2CCN(c3ccc(F)cc3)CC2)cc1	i	5%	0%	-0.2	-0.5%	-4%	14%	3%	-3%
C=CC[C@@H](CC(=O)N[C@H](CO)Cc1ccccc1)C(=O)NC[C@@H](OC(=O)[C@@H](CC=C)Cc1ccc(F)cc1)c1ccccc1	i	-4%	-1%	-0.1	-0.3%	-10%	-4%	6%	3%
Cc1oc2c(C)c3oc(=O)c(CC(=O)N[C@@H](CCCNC(N)=O)C(=O)O)c(C)c3cc2c1C	i	4%	6%	0.5	0.5%	-19%	nt	2%	0%
Cc1ccc(S(=O)(=O)N2CCOC23CCN(C(=O)C(=O)NCc2ccccc2)CC3)cc1	i	-4%	-1%	2.9	2.1%	-18%	10%	-2%	0%
CC(=O)c1ccc(N2CCN(C(=O)CN3C(=O)NC4(CCCCC4)C3=O)CC2)c(F)c1	i	5%	5%	0.0	0.1%	-3%	-7%	1%	-14%
CCCCC(=O)Nc1nnc(S(=O)(=O)N(CC)c2ccccc2)s1	i	9%	-2%	-2.6	-0.4%	-2%	16%	0%	-3%
